Screens deposited in PubChem by NMMLSC.
CR mimetic SO: reduction of superoxide in aged yeast, primary screen, HTS | S. cerevisiae aged cells, superoxide DHE fluorescence; active compounds read low | superoxide response (% of plate mean), % at 10 µM | 0.18% of 330,000 active | AID 2690, 2010;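 active means superoxide response under a set limit, about three screen SD below normal, cut at about 65% in these data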;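 further: yeast aged for seven days with compound at 30 °C before DHE staining; 100% = average MFI of all compound-treated wells on the plate with controls excluded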
GRK2 inh: compounds blocking aptamer binding on GRK2 – biochemical, human GRK2, bead flow cytometry, HTS, primary screen. AID 488847, 2010. FAM-aptamer displacement from GRK2. 0.59% of 330,000 active. inhibition of aptamer binding, % at 10 µM;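 active means inhibition of aptamer binding above 40%, roughly 3 SD of noise, on plates passing a quality check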;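 further: median bead fluorescence of bound FAM aptamer so fluorescent compounds give negative values; no value below 0 was filed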
Target sequence (P25098 whole entry, looked up): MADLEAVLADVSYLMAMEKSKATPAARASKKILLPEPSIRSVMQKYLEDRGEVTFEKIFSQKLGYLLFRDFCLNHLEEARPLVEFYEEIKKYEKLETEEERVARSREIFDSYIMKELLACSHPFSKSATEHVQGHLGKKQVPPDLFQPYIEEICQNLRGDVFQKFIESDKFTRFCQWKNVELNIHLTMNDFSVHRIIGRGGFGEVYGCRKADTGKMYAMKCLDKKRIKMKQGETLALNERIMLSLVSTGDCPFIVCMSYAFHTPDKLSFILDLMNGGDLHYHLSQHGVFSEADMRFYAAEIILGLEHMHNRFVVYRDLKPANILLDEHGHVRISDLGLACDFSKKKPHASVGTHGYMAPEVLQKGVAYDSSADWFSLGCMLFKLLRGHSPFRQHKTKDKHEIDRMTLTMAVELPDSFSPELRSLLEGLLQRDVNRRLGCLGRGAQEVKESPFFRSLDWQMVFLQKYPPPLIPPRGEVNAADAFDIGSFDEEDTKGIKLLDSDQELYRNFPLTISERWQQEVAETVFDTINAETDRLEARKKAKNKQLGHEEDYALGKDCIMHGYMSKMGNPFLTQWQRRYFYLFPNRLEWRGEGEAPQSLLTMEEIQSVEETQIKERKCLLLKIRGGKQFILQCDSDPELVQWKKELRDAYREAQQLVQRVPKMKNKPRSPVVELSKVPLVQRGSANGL
CIT2 TOR yeast: modulators of CIT2-GFP expression in yeast, primary screen, S. cerevisiae, GFP fusion, multiplex flow cytometry, MLPCN library; AID 2029, 2009; 0.065% of 320,000 active; S. cerevisiae CIT2-GFP strain, 3 h; 100 means same as DMSO wells; GFP response vs DMSO, % at 10 µM;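 active means GFP response relative to DMSO above a set limit, near the screen mean plus 3 SD, cut at about 150% in these data; inconclusive means Fewer than 70 cells measured for a yeast strain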;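 further: ratio of well median GFP fluorescence to mean of DMSO wells on the plate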
LAP4-GFP MLPCN: modulators of LAP4-GFP expression in yeast, primary screen, S. cerevisiae, multiplex flow cytometry, MLPCN library; 0.34% of 320,000 active; AID 2023, 2009; 3 h; median GFP as percent of DMSO wells; GFP response vs DMSO, % at 10 µM;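 active means GFP response vs DMSO above a set limit, about the screen mean plus 3 SD, cut at about 150% in these data; inconclusive means under 70 cell events counted for the yeast strain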
AGP1 TOR yeast: modulators of AGP1-GFP expression in yeast TOR pathway, primary screen, cell-based, multiplex flow cytometry, S. cerevisiae, MLPCN library; GFP response vs DMSO, % at 10 µM; 3 h; GFP as percent of DMSO wells; 0.02% of 320,000 active;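 active means GFP response relative to DMSO above a set limit, near screen average plus 3 SD, cut at about 150% in these data; inconclusive means fewer than 70 cells counted for the yeast strain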;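 further: median GFP channel fluorescence of the gated AGP1 strain per well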
RPL19A-GFP yeast: RPL19A-GFP expression modulators in yeast, primary screen, cell-based, S. cerevisiae, multiplex flow cytometry, MLPCN. S. cerevisiae RPL19A-GFP strain, 3 h; active compounds read low. percent response vs DMSO, % at 10 µM. 0.3% of 330,000 active. AID 2025, 2009;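 active means percent response vs DMSO below 50%; inconclusive means fewer than 70 events counted for the yeast strain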;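 further: median channel GFP fluorescence of the barcoded RPL19A-GFP strain; ratio of sample median GFP to plate DMSO average so 100% = DMSO; lower means less RPL19A-GFP as with rapamycin TOR inhibition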
MEP2 TOR yeast: modulators of MEP2-GFP levels in yeast, primary screen, S. cerevisiae, multiplex flow cytometry, MLPCN library. GFP response vs DMSO, % at 10 µM. S. cerevisiae MEP2-GFP strain, 3 h; 100% = DMSO control level. 0.51% of 330,000 active. AID 2016, 2009;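 active means GFP response versus DMSO above a set limit, roughly screen mean plus 3 SD, cut at about 180% in these data; inconclusive means fewer than 70 cells counted for a yeast strain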;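 further: median GFP fluorescence of the barcode-gated MEP2-GFP cells per well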
VLA-4 inh: inhibition in human VLA-4 binding assay, primary screen, VLA-4 allosteric modulator project, MLPCN library, flow cytometry, VLA-4 expressing cells | Integrin alpha-4 (Homo sapiens), P13612 | ligand binding flow cytometry | inhibition, % (about 7 µM as worked out from the volumes in the protocol) | 0.2% of 330,000 active; in the data active means inhibition above about 50%
Active calls of the source: *; ? = inconclusive; . = no result given.

SMILES | CR mimetic SO | GRK2 inh | CIT2 TOR yeast | LAP4-GFP MLPCN | AGP1 TOR yeast | RPL19A-GFP yeast | MEP2 TOR yeast | VLA-4 inh
Cc1cccc(C)c1OCC(O)Cn1c2ccccc2c2ccccc21 (stereo unspecified) | 97 | 0 | 104 | 107 | 100 | 98 | 107 | -7
CCOC(=O)C1CCN(C(=O)Cc2ccc(OC)c(OC)c2)CC1 | 109 | 4 | 102 | 101 | 102 | 94 | 99 | 12
CCN(Cc1nc(-c2ccc(C)cc2)no1)C(=O)c1ccco1 | 96 | 5 | 95 | 101 | 94 | 98 | 102 | 8
Cc1ccc(S(=O)(=O)N(CC(=O)NCc2ccncc2)C2CCCCC2)cc1 | 98 | 0 | 101 | 99 | 106 | 101 | 103 | -29
CCOc1ccccc1NC(=O)CSc1ccccc1 | 90 | 0 | 93 | 100 | 97 | 99 | 99 | 6
O=C(Cc1ccc(Cl)cc1)NC1CCCN(Cc2ccccc2F)C1 (stereo unspecified) | 96 | 0 | 100 | 94 | 97 | 98 | 98 | -5
Cc1noc(C)c1S(=O)(=O)N1CCCC1C(=O)O (stereo unspecified) | 100 | 5 | 109 | 102 | 104 | 101 | 107 | -3
CN(C1=NC(=O)C(CC(=O)Nc2ccc(Br)cc2)S1)c1ccc(O)cc1 (stereo unspecified) | 96 | 0 | . | 93 | 100 | 101 | 97 | -5
COc1ccccc1NC(=O)Nc1ccnn1C1CCCCC1 | 87 | 0 | 97 | 97 | 97 | 92 | 94 | 2
COC(=O)C(C)Oc1ccc2c(-c3cccc([N+](=O)[O-])c3)cc(=O)oc2c1 (stereo unspecified) | 101 | 3 | 105 | 90 | 105 | 99 | 101 | -8
CC1CCN(C(=O)c2[nH]cnc2C(=O)N[C@@H](C)c2ccccc2)CC1 | 93 | 2 | 109 | 113 | 112 | 111 | 106 | -3
CC(=O)Oc1ccc(C2(C)CC(C)(C)NC(=S)N2C)c(OC(C)=O)c1 (stereo unspecified) | 100 | 4 | 89 | 112 | 98 | 98 | 92 | -11
CSCCC(NS(=O)(=O)c1ccccc1F)C(=O)NCC(c1ccc(F)cc1)N1CCOCC1 (stereo unspecified) | 117 | 0 | 100 | 106 | 104 | 101 | 102 | 6
O=C(NCCCn1ccnc1)c1ccc(NS(=O)(=O)c2cccc([N+](=O)[O-])c2)cc1 | 103 | 2 | 98 | 102 | 106 | 102 | 104 | 14
O=[N+]([O-])/C=C/c1ccc2c(ccn2Cc2ccccc2)c1 | 107 | 0 | 97 | 137 | 86 | 110 | 105 | 41
CCOC(=O)c1ccc(NS(C)(=O)=O)cc1 | 106 | 1 | 94 | 92 | 95 | 91 | 91 | 6
CCN(CC1CCCO1)C(=O)c1cc(COc2ccccc2SC)on1 (stereo unspecified) | 101 | 0 | ? | ? | ? | ? | ? | -6
Cc1c(O)ccc2c(CN3CCN(CCO)CC3)cc(=O)oc12 | 99 | 0 | 114 | 99 | 110 | 108 | 103 | 5
COc1ccc(NC(=O)CSc2nnc(Cc3cccn3C)n2-c2ccc(C)cc2)cc1OC | 92 | 1 | 100 | 101 | 100 | 101 | 105 | 14
CCOC(=O)CNC(=O)CCCCCC(=O)NCC(=O)OCC | 97 | 0 | 102 | 97 | 96 | 94 | 97 | 17
CS(=O)(=O)N1CCc2cc(-c3csc(NC(=O)C(c4ccccc4)c4ccccc4)n3)ccc21 | 106 | 0 | 90 | 95 | 103 | 96 | 99 | -3
COc1cc2nc(-c3ccccc3C)oc(=O)c2cc1OC | 100 | 0 | 106 | 93 | 99 | 103 | 104 | 0
CCOC(=O)c1[nH]c(C)c(C(=O)N(C)C)c1C | 86 | 0 | 90 | 108 | 105 | 102 | 106 | 6
O=Cc1sc(N2CCOCC2)nc1-c1ccccc1 | 148 | 0 | 99 | 103 | 91 | 97 | 97 | 7
CC1=C(C(=O)OC(C)C)C(c2ccc(C)o2)NC(=O)N1 (stereo unspecified) | 96 | 0 | 105 | 101 | 100 | 99 | 95 | 22
CC1CCCN(C(=O)C2(NC(=O)Nc3cccc(F)c3)CCCCC2)C1 (stereo unspecified) | 100 | 1 | 97 | 87 | 90 | 98 | 92 | 0
Cc1cc(C)c2c(C)nn(C3CCCCC3)c2n1 | 95 | 4 | 98 | 94 | 97 | 94 | 94 | 11
O=C(c1ccccc1Cl)N(C(=O)c1ccccc1Cl)c1nccc(-c2cccs2)n1 | 86 | 4 | 108 | 96 | 105 | 101 | 99 | -15
c1ccc(C(Cc2nc(-c3cccnc3)no2)c2ccccc2)cc1 | 105 | 0 | 102 | 112 | . | 106 | 101 | 92*
Cc1cccc2cc(CN(CCc3ccccc3)C(=O)N3CCOCC3)c3nnnn3c12 | 105 | 1 | 99 | 85 | 93 | 93 | 91 | 7
N#Cc1c(C(F)(F)F)cc(-c2cccs2)nc1SCc1cccnc1 | 101 | 4 | 90 | 108 | 88 | 96 | 108 | -22
Cc1ccc(C)n1-c1ccc(C(=O)/C=C/N(C)C)cc1 | 104 | 1 | 100 | 105 | 99 | 101 | 105 | 1
CC12CCC(C(=O)Nc3ccccc3Br)(C/C1=N\O)C2(C)C (stereo unspecified) | 116 | 0 | 86 | 101 | 95 | 99 | 96 | 20
O=C(C[C@H]1C/C=C\CC[C@@H](Cc2ccc(F)cc2)C(=O)O[C@H](c2ccccc2)CNC1=O)N[C@H](CO)Cc1ccccc1 | 98 | 3 | 86 | 85 | 84 | 88 | 93 | 25
N#Cc1c(N)sc(=S)c2c1CCN(Cc1ccccc1)C2 | 148 | 27 | 113 | 116 | 101 | 104 | 116 | -113
COc1cccc(CN(C)C(=O)CCN=C2NS(=O)(=O)c3ccccc32)c1 | 113 | 1 | 104 | 98 | 101 | 98 | 98 | -7
CC(Oc1cccc(Cl)c1)C(=O)Nc1cc(=O)n(C)c(=O)n1C (stereo unspecified) | 135 | 0 | 85 | 92 | 101 | 100 | 101 | 0
COc1ccc(CNC(=O)NC2CCCCC2)cc1 | 95 | 0 | 107 | 101 | 104 | 102 | 102 | -10
CCOC(=O)C1(N(CC)CC)Sc2cc(C)ccc2NC1=O (stereo unspecified) | 104 | 0 | 101 | 91 | 106 | 96 | 101 | -2
CCOc1ccc(CCNC(=O)COC(=O)/C=C/c2ccc(C)o2)cc1OCC | 112 | 22 | 102 | 114 | 102 | 105 | 108 | -8
COc1cc(CNc2ccc3[nH]c(=O)[nH]c3c2)cc(Br)c1OCc1ccc(F)cc1 | 95 | 2 | 97 | 89 | 98 | 102 | 101 | -8
Cc1ccc(C(=O)Nc2ccc(N3CCOCC3)c3nonc23)cc1[N+](=O)[O-] | 94 | 0 | 103 | 99 | 99 | 105 | 104 | -3
CC(C)Cc1cc(C(=O)O)n[nH]1 | 110 | 5 | 93 | 98 | 97 | 97 | 98 | 3
CCOC(=O)CSc1nc(C)c(C(=O)OCC)s1 | 93 | 3 | 92 | 99 | 103 | 102 | 103 | 32
Cc1ccccc1OCCC(=O)Nc1ccc(F)c(Cl)c1 | 92 | 14 | 93 | 92 | 87 | 97 | 113 | -4
O=C1NC(Cc2ccc(O)cc2)c2nc3ccccc3c(=O)n2-c2cc(Cl)ccc21 (stereo unspecified) | 96 | 0 | 93 | 105 | 93 | 93 | 100 | -4
O=C(NC(=S)Nc1ccc(S(=O)(=O)N2CCCCCC2)cc1)c1cccs1 | 94 | 0 | 99 | 84 | 94 | 99 | 95 | 20
Cc1cccc(NC(=O)C[n+]2cccc(C)c2)c1 | 99 | 5 | 84 | 78 | 90 | 88 | 92 | 5
Cc1nn(Cc2cccc(C(N)=O)c2)c(C)c1Br | 115 | 4 | 107 | 112 | 110 | 99 | 103 | 2
CC(C)c1ccccc1NC(=O)c1ccc2ncsc2c1 | 122 | 2 | 101 | 100 | 94 | 104 | 104 | 0

Retrieved by structure from the entries so far, five records:
SMILES | CR mimetic SO | GRK2 inh | CIT2 TOR yeast | LAP4-GFP MLPCN | AGP1 TOR yeast | RPL19A-GFP yeast | MEP2 TOR yeast | VLA-4 inh
CC(C)c1ccccc1NC(=O)c1ccc2ncsc2c1 | 122 | 2 | 101 | 100 | 94 | 104 | 104 | 0
Cc1ccccc1OCCC(=O)Nc1ccc(F)c(Cl)c1 | 92 | 14 | 93 | 92 | 87 | 97 | 113 | -4
CC(C)Cc1cc(C(=O)O)n[nH]1 | 110 | 5 | 93 | 98 | 97 | 97 | 98 | 3
Cc1nn(Cc2cccc(C(N)=O)c2)c(C)c1Br | 115 | 4 | 107 | 112 | 110 | 99 | 103 | 2
COc1cc(CNc2ccc3[nH]c(=O)[nH]c3c2)cc(Br)c1OCc1ccc(F)cc1 | 95 | 2 | 97 | 89 | 98 | 102 | 101 | -8

Next section:
SMILES | CR mimetic SO | GRK2 inh | CIT2 TOR yeast | LAP4-GFP MLPCN | AGP1 TOR yeast | RPL19A-GFP yeast | MEP2 TOR yeast | VLA-4 inh
CCCn1c(SCC(=O)NNC(=O)c2ccccc2)nnc1-c1cccnc1 | 91 | 0 | 88 | 92 | 97 | 96 | 96 | -3
CCOC(=O)Cc1csc(N/N=C/c2ccc(Cl)cc2)n1 | 100 | 0 | 90 | 113 | 96 | 96 | 101 | 0
Cc1onc(-c2c(F)cccc2Cl)c1C(=O)Nc1cccc(S(=O)(=O)NCc2ccco2)c1 | 84 | 0 | 93 | 93 | 99 | 100 | 103 | 18
COC(=O)CCCC1=CC2=CC(=O)C(C)(OC(=O)c3cnc4ccccc4n3)C(=O)C2=CO1 (stereo unspecified) | 86 | 16 | 92 | 119 | 86 | 102 | 94 | -11
COC(=O)c1cc(S(=O)(=O)NCc2cccc(Br)c2)c[nH]1 | 107 | 0 | 100 | 101 | 106 | 103 | 96 | 10
CSc1nc(C)cc(C)c1C#N | 83 | 0 | 108 | 94 | 103 | 99 | 102 | 1
COc1ccc(Cn2c(O)c(C=Nc3ccccc3C(=O)O)c3ccccc3c2=O)cc1 | 99 | 2 | 95 | 96 | 99 | 96 | 100 | -8
CCCCNC(=S)Nc1ccc2cn[nH]c2c1 | 102 | 8 | 101 | 115 | 105 | 105 | 122 | 11
O=C(c1cc(N2C(=O)C3C4CCC(C4)C3C2=O)ccc1Cl)N1CCN(c2ccccc2F)CC1 (stereo unspecified) | 128 | 0 | 101 | 99 | 100 | 102 | 104 | 20
Cn1c(O)c(/C=C2\C=NN=C2c2ccccc2)sc1=S | 107 | 3 | . | . | . | 98 | 100 | -5
Cn1c(SCCCC(=O)c2ccccc2)nnc1-c1ccncc1 | 140 | 0 | 111 | 105 | 105 | 103 | 105 | -10
O=C(NC(=S)Nc1ccc(CN2CCOCC2)cc1)c1ccc2c(c1)OCCO2 | 111 | 2 | 109 | 106 | 106 | 101 | 101 | 19
O=C(NCc1ccccc1)c1ccc(OCC2CCCO2)cc1 (stereo unspecified) | 81 | 0 | 94 | 90 | 100 | 97 | 99 | 7
COc1ccc(C(=O)CSc2nc(N)nc(SC)c2C#N)cc1 | 119 | 4 | 94 | 97 | 91 | 97 | 100 | 2
CN(NS(=O)(=O)c1ccc(Cl)cc1)c1ncc(C(F)(F)F)cc1Cl | 107 | 3 | 96 | 87 | 92 | 98 | 96 | 15
O=C1NC2(CCCCC2)N=C1c1ccc(F)cc1 | 83 | 4 | 104 | 106 | 104 | 99 | 104 | 2
O=C(O)CSc1ccccc1C(=O)O | 92 | 0 | 91 | . | 100 | 99 | 106 | 7
